Menin MLL FP TR: menin-MLL binding inhibition, Texas Red mutant peptide; hit rate 0.23% among 270,000; Menin + Texas Red MLL mutant peptide, fluorescence polarization; Potency, µM (titrated, usually from 61.6 µM), for inactives: at the top dose FP activity change, negative = inhibition, hits mostly inhibitors; active = well fitted inhibition curve with a large enough effect in the polarisation, with a control signal flat, not every such curve was filed as active; inconclusive = small, poorly fitted or top-dose-only effect, or effect the other way, or a change in a side signal; inactive = no such curve, though single readings can be large or run the other way; the % refers to the polarisation; also: potency is read from the fitted curve at half-maximal effect; % of control where 0% means no effect; many of its hits are not listed in these tables
Target sequence (O00255 whole entry, looked up): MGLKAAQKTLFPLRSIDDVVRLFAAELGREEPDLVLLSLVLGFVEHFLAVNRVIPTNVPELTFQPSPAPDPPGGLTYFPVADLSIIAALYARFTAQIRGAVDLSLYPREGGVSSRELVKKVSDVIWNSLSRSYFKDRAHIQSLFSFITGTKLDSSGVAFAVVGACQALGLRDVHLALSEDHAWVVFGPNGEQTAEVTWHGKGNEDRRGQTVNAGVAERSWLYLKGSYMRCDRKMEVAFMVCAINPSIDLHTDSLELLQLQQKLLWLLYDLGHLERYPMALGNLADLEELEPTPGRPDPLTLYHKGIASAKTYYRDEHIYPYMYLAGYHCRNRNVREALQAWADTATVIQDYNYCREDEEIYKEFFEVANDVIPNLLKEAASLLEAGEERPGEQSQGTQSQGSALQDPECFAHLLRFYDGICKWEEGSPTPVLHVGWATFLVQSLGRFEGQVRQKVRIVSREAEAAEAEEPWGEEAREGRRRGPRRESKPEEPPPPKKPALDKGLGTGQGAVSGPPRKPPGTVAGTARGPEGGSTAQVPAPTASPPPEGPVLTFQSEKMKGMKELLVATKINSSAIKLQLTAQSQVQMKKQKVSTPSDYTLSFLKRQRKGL
FLuc counter: firefly luciferase modulation, counter-screen for miR-21 project | P08659 | Potency, µM (series often up to 57.5 µM), for the others: at the top dose activity change, negative = inhibition, usual class: inhibitors | AID 588342 | purified FLuc, Km substrates, luminescence inhibition | hit rate 6.9% among 360,000;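 also: potency is read from the fitted curve at half-maximal effect; plate controls were vehicle for no effect and reference inhibitor for full effect; nearly all actives have a fitted effect of over 55% in size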
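Purified P. pyralis luciferase, 10 nM final, with Km-level 10 uM D-luciferin and 10 uM ATP in 50 mM Tris acetate pH 7.5, 10 mM Mg acetate, 0.01% Tween-20, 0.05% BSA; 6-point qHTS titration about 60 µM downward; luminescence read.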
ELG1 DNA repair: blocks ELG1-dependent DNA repair in HEK293T cells. AID 504467. HEK293T ELG1-luciferase reporter, luminescence, 16 h; DNA damage induced by 5-fluorouridine. Potency, µM (series often up to 46.1 µM), for the others: at the highest dose activity change, negative = inhibition, most hits filed as inhibitors. hit rate 2.3% among 330,000; also: potency is read from the fitted curve at half-maximal effect; % is scaled to controls: 0 for no effect and ±100 for the full control effect; nearly all actives have a fitted effect of over 55% in size
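Overnight (16 hr) co-exposure of 2,000 cells/well to 5-fluorouridine and compound at 37 °C preceded detection. Luciferase was quantified via ONE-Glo luminescence; loss of signal denotes inhibition.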
PKM2 activator: PKM2 (human) enzyme activation | hit rate 0.34% among 260,000 | Potency, µM (titrated, usually from 57.5 µM), inactives show at the highest dose activation, hits mostly activators | AID 1631 | P14618 | purified PKM2, Kinase-Glo ATP luminescence, activation; response scale: 0% is enzyme alone, no compound; also: potency is read from the fitted curve at half-maximal effect; % is scaled to controls: 0 for no effect and ±100 for the full control effect; nearly all actives have a fitted effect of over 55% in size
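Kinase-Glo luminescence reports ATP generated from ADP (0.1 mM) and PEP (0.5 mM) by purified hPK-M2 after 1 h at room temperature, pH 7.2 imidazole buffer; intermediate enzyme activity allows detecting inhibitors and activators.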
Gal4-VP16 FLuc: counter-screen for ROR gamma inhibitors: Gal4-VP16 reporter; hit rate 3.5% among 310,000; Potency, µM (doses to about 53.6 µM), inactives show at the highest dose activity, negative = inhibition, actives largely listed as inhibitors; AID 2546; Drosophila S2 Gal4-VP16 UAS-luciferase, luminescence, 20 h;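 also: Gal4-VP16 expression switched on by copper sulfate through the metallothionein promoter; potency is read from the fitted curve at half-maximal effect; % is scaled to controls: 0 for no effect and ±100 for the full control effect; nearly all actives have a fitted effect of over 50% in size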
Rab9 promoter act: Rab9 promoter activation; Huh7 Rab9 promoter-luciferase reporter, luminescence, 24 h; Potency, µM (doses to about 9.22 µM), inactives show at the highest dose activation, negative = inhibition, most hits filed as activators; hit rate 2.8% among 320,000; AID 485297; also: potency is read from the fitted curve at half-maximal effect; % of control where 0% means no effect; nearly all actives have a fitted effect of over 60% in size
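Luciferase signal after 10 min detection reagent at ambient indicates Rab9 promoter upregulation; stably transfected Huh7 cells were treated 24 h with compound in DMSO at 37 °C, 5% CO2.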
RORgamma inh: ROR gamma (mouse) transcription inhibition. Potency, µM (top dose mostly 53.6 µM), for inactives: at the top dose activity change, negative = inhibition, actives largely listed as inhibitors. Drosophila S2 Gal4-RORgamma UAS-luciferase reporter, 20 h. hit rate 5.4% among 310,000. AID 2551; also: potency is read from the fitted curve at half-maximal effect; % is scaled to controls: 0 for no effect and ±100 for the full control effect; nearly all actives have a fitted effect of over 60% in size
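In this cell-based reporter format, copper sulfate (700 uM final) drives Gal4–ROR gamma fusion expression from a metallothionein promoter in Drosophila Schneider cells; compounds preincubated 1 hr, reporter read after 20 hr at ambient temperature.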
NPC1 prom act: activates the NPC1 promoter. Huh7 NPC1 promoter luciferase reporter, 24 h. Potency, µM (titrated, usually from 9.22 µM), for the others: at the highest dose activation, actives largely listed as activators. hit rate 2.4% among 320,000. AID 485313;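 also: potency is read from the fitted curve at half-maximal effect; % of control where 0% means no effect; nearly all actives have a fitted effect of over 60% in size; reporter is driven by a mutant NPC1 promoter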
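Huh7 cells stably carrying NPC1 promoter–luciferase, plated in Opti-MEM with 10% FBS for 2 h, were exposed to compound in DMSO for 24 h at 37 °C; luciferase reagent was added for 10 min and luminescence read.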
MBNL1-CUG inh: MBNL1-poly(CUG) RNA binding inhibition; Q9NR56; TR-FRET MBNL1-His/biotin-(CUG)12 binding, 665/545 ratio; Potency, µM (highest dose often 57.5 µM), for the others: at the top dose activity change, negative = inhibition, actives largely listed as inhibitors; hit rate 0.036% among 280,000; active = well fitted inhibition curve with a large enough effect in the signal ratio, with a control signal flat, not every such curve was filed as active; inconclusive = small, poorly fitted or top-dose-only effect, or effect the other way, or a change in a side signal; inactive = no such curve, though single readings can be large or run the other way; the % refers to the signal ratio; also: potency is read from the fitted curve at half-maximal effect; % is scaled to controls: 0 for no effect and ±100 for the full control effect
Target sequence (Q9NR56 whole entry, looked up): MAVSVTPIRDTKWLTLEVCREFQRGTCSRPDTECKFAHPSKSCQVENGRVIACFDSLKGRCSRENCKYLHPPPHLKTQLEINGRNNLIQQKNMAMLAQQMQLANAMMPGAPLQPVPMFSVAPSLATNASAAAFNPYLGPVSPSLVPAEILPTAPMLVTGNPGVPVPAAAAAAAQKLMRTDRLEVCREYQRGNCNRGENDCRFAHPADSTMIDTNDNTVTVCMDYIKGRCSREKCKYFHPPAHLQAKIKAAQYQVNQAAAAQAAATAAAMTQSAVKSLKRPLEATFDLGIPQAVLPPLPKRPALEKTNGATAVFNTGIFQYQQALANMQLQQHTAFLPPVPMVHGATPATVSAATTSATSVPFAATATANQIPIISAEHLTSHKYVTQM
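His-tagged MBNL1 binding to biotinylated (CUG)12 RNA was measured by TR-FRET using terbium anti-His antibody (0.055 ng/ul final) and streptavidin-XL665 (5 nM final). Compounds were titrated 92 nM to 58 uM; 60 min at room temperature.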
Mito fusion yeast: blocks mitochondrial division or promotes mitochondrial fusion; S. cerevisiae fusion-defective mutant growth rescue, CellTiterGlo 48 h; Potency, µM (highest dose often 46.1 µM), for inactives: top-dose growth rescue (activation), usual class: activators; hit rate 0.23% among 320,000; AID 485298;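 also: potency is read from the fitted curve at half-maximal effect; % of control where 0% means no effect; nearly all actives have a fitted effect of over 45% in size; temperature-sensitive fusion mutants such as fzo1-1 at 37 °C on non-fermentable ethanol glycerol medium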
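Read-out: ATP-based luminescence (CellTiterGlo, 10 min ambient) reporting growth of fusion-defective ts yeast after 48 hours at 37C on glycerol/ethanol YPEG medium in the presence of compound.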
KCNH2 3.1 block: inhibitors of human KCNH2 3.1 potassium channel isoform; U2OS KCNH2 3.1, thallium flux FluxOr; active compounds read low; activity change, % (tested at about 1.8 µM); hit rate 0.95% among 340,000; AID 720553;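 active = maximum activity change below -70%; inconclusive = maximum activity change from -70% to -50%; inactive = maximum activity change above -50%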;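 also: thallium influx rate constant from kinetic fluorescence after stimulation buffer; % is scaled to controls: 0 for no effect and ±100 for the full control effect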
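Thallium flux read-out: FluxOr dye with Red40 quencher in HBSS/HEPES, 45 min at RT. Rate constants from kinetic reads were normalized to positive and negative DMSO controls. Cells: U2OS virally expressing the 3.1 isoform.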
The depositor's hits bear a star; ? = inconclusive; . = no result given; & = joins results of further samples; [ ] = another dose, or the depositor's remark. Unless noted, calls follow the shape of the dose curve; as a rule, active = well fitted curve in the direction sought with a large enough effect; inconclusive = small, poorly fitted or top-dose-only effect, or another doubt; inactive = no such curve, though single readings can be large; an effect the other way counts as inactive or inconclusive.

Below each SMILES – MBNL1-CUG inh	Gal4-VP16 FLuc	FLuc counter	NPC1 prom act	RORgamma inh	KCNH2 3.1 block	Menin MLL FP TR	PKM2 activator	Rab9 promoter act	Mito fusion yeast	ELG1 DNA repair
O=C(CCc1c[nH]c2ccccc12)NCC(=O)Nc1ccc(F)c(F)c1F
    4%	-2%	5%	-6%	34%	-14	16%	-2%	-3%	-2%	4%
Cc1ccc(C2C(C(N)=S)=C(N)OC3=C2C(=O)CC(C)(C)C3)cc1 (stereo unspecified)
    32%[activator]	?	-13%	-4%	?	-3	7%	7%	0%	4%	-2%
CC(N=Cc1cc([N+](=O)[O-])ccc1O)c1ccccc1 (stereo unspecified)
    ?	?	-14%	0%	?	1	5%	-14%	2%	6%	?
O=C(/C=C/c1ccc(Br)o1)OCc1nc2ccsc2c(=O)[nH]1
    .	.	2%	6%	.	3	.	.	-3%	-7%	6%
C=C(C)Cn1c(CCCNC(=O)CCC)nc2ccccc21
    0%	.	2%	1%	-1%[0.365 µM]	6	-11%	-1%	-6%	-5%	1%
Cc1[nH]nc2c1C1(CCOCC1)C(C#N)=C(N)O2
    7%	4%	2%	1%	-11%	1	0%	-2%	1%	-1%	5%
CCCN(C(=O)COc1ccc(C(C)=O)cc1OC)C1CCS(=O)(=O)C1 (stereo unspecified)
    .	.	-1%	1%	.	-6	.	.	-3%	7%	5%
COc1ccc2cnnc(SCC(=O)Nc3ccccc3)c2c1OC
    18%	-4%	-2%	5%	34%	1	1%	8%	-3%	-3%	?
C=CCn1c(=O)n(CCC#N)c(=O)n(CCC#N)c1=O
    -3%	0%	-1%	-3%	-1%	17	-1%	1%	-3%	1%	-1%
O=C(NCC1CCNCC1)c1ccncc1
    -4%	2%	0%	1%	-1%	-6	9%	0%	0%	-5%	7%
CCCCOCCCNC(=O)c1ccc(OC)cc1
    -5%	4%	-2%	-1%	4%	13	-3%	1%	8%	-1%	7%
CC1=CC(C)(C)N(C(=O)CSc2nncn2C)c2ccccc21
    ?	0%	5%	0%	?	-3	-8%	4%	-4%	-3%	4%
CN(Cc1ccccc1)S(=O)(=O)c1ccc2c(c1)OCCO2
    0%	-3%	2%[2.3 µM]	-1%	-13%	19	26%	-2%	-4%	3%	-3%
CCC(C)(C)NC(=O)c1cc(S(=O)(=O)N2CCc3ccccc32)cn1C
    3%	?	1%	-7%	?	15	-5%	3%	-9%	10%	-10%
Cc1ncsc1CCC(=O)N1CCCC(C(=O)c2ccc3c(c2)OCO3)C1 (stereo unspecified)
    3%	7%	-5%	-6%	30%	14	-19%	-3%	10%	9%	-6%
Cc1cc(SCc2cc(=O)n3ccsc3n2)nc2ccccc12
    .	-1%	-6%	4%	-5%[10 µM]	-1	2%	-21%	4%	-1%	-20%
C=CCc1cccc2cc(C(=O)Nc3ccc(S(=O)(=O)Nc4nnc(CC)s4)cc3)c(=O)oc12
    5%	-3%	-6%	-1%	38%	4	?	?	-7%	-5%	1%
Cn1c(=O)[nH]c(=O)c2c1nc(NCCCn1ccnc1)n2Cc1ccc(F)cc1
    -7%	3%	1%	0%	-10%	3	2%	-1%	-2%	-2%	5%
N#CCN1CCC2(O)CCCCC2C1c1ccc2c(c1)OCO2 (stereo unspecified)
    1%	-6%	2%	2%	13%	-8	.	0%	-4%	-3%	-5%
O=S(=O)(c1cccc2nsnc12)N1CCN(Cc2ccccc2)CC1
    ?	-17%	3%	-6%	-3%	-25	20%	.	3%	5%	-22%
COC(=O)c1ccc2c(c1)S(=O)(=O)NC(=NCc1ccco1)S2
    -4%	2%	-12%	1%	31%	1	7%	0%	-1%	2%	-7%
CCc1occc(=O)c1Oc1cc(NN2CCCCC2)c([N+](=O)[O-])cc1[N+](=O)[O-]
    ?	8%	-1%	2%	15%	-23	-4%	-4%	0%	2%	-12%
Cc1nn(C)c(C(=O)N/N=C/c2ccccc2)c1[N+](=O)[O-]
    21%	-10%	2%	0%	-11%	4	-14%	-5%	-1%	-3%	12%
CNC(=O)NC1CCCc2ccccc21 (stereo unspecified)
    -5%	1%	-2%	-1%	?	-5	-2%	1%	3%	7%	?
CC(C)C[C@H](NC(=O)[C@@H](Cc1ccccc1)n1c(=O)[nH]c2ccccc2c1=O)C(=O)N[C@@H](Cc1ccccc1)C(=O)O
    3%	-5%	3%	-4%	-1%	-8	-15%	2%	-6%	-1%	?
Cc1ccc(CNC(=O)C2CCC(=O)N2Cc2ccc(F)cc2)cc1 (stereo unspecified)
    4%	2%	-4%	3%	6%	0	-5%	.	-1%	0%	-4%
COc1ccc(OC)c(NC(=O)N2CCCc3ccccc32)c1
    5%	3%	-15%	-1%	8%	1	-18%	-1%	0%	2%	-10%
O=C(Cn1nc(-c2ccccc2)ccc1=O)NCc1ccc(F)cc1
    ?	?	-5%	10%	20%	2	2%	0%	13%	-1%	?
C[C@@]12C(=O)N(Cc3ccc(Cl)cc3)CC(=O)N1[C@H]1c3ccccc3OC[C@@H]1[C@@H]2c1ccccc1
    .	.	9%	-1%	.	11	.	.	-6%	?	?
Cc1onc(-c2ccccc2)c1CNS(=O)(=O)c1cccc(Cl)c1
    .	-8%	-2%	-1%	42%	0	.	32µM*	0%	12%	-5%
CCOC(=O)N/N=C\c1ccccc1OC/C=C/c1ccccc1
    3%	11%	4.3µM*	?	?	-20	1%	1%	24%	0%	?
O=C(Nc1ccc(S(=O)(=O)Nc2nccs2)cc1)/C(=C/c1ccccc1Cl)NC(=O)c1ccccc1
    -15%	3%	7%	-5%	0%	-3	?	14%	-4%	-2%	7%
CC(NC(=O)CNC(=O)C1O[C@@H]2OC(C)(C)O[C@@H]2[C@H]2OC(C)(C)O[C@@H]12)C(=O)O (stereo partly specified)
    -9%	1%	-2%	-3%	3%	24	-18%	-2%	-5%	2%	15%
CSc1ccccc1C(=O)Nc1ccccc1C(=O)NC(C)C
    -3%	1%	1%	-3%	6%	14	2%	-33%	-5%	0%	-16%
CCOc1ccc(OCCCCNC(C)(C)C)cc1
    -3%	-3%	1%	-6%	13%	5	-13%	-26%	-8%	0%	7%
COc1cc(C(=O)Oc2cccc(/C=N/NC(=O)c3cccnc3)c2)cc(OC)c1OC
    8%	-5%	?	-11%	-24%	-9	1%	.	-2%	9%	?
Cc1cc(C(=O)NCc2cccs2)no1
    -6%	8%	3%	0%	10%	-1	2%	3%	2%	0%	11%
COc1ccc(OC)c(NC(=O)c2sc3nc(C)cc(C)c3c2N)c1
    4%	0%	-1%	10%	?	-2	4%	1%	9%	3%	22%
O=C(Nc1ccc([N+](=O)[O-])cc1)Nn1cnnc1
    ?	-6%	2%	-1%	-12%	-18	.	2%	1%	2%	7%
CN(C)S(=O)(=O)c1ccc(=S)[nH]c1
    -3%	-7%	-9%	0%	15%	6	1%	1%	1%	2%	8%
COc1ccc(C2/C=C\CN(Cc3ccco3)CC(=O)N2Cc2ccc(F)cc2)cc1 (stereo unspecified)
    -8%	3%&20%	-1%	0%	38%&44%	-20	-13%	2%	-3%	-9%	-8%
O=c1[nH]c(=O)c2nnc(N/N=C\c3ccc(O)cc3)nc2[nH]1
    ?	-2%[10 µM]	-2%	-2%	-4%	-5	?	7%	0%	-18%	18%
CCOc1ccc(NC(=O)CCC(=O)NNS(=O)(=O)c2ccccc2[N+](=O)[O-])cc1
    ?	-7%	-7%	-3%	43%	6	-4%	-12%	-2%	2%	5%
CCOC(=O)C/C(=N\Nc1ncnc2ccccc12)c1ccccc1
    18%	6.3µM*	?	17%	6.3µM*	11	37%[activator]	7%	?	0%	7%
Cc1ccc(S(=O)(=O)N(C)CC(=O)OCC(=O)NC(=O)Nc2ccc3c(c2)OCCO3)cc1
    -12%	4%	?	-2%	26%	-8	3%	7%	1%	-5%	?
COC(=O)Cn1c(=NC(=O)c2ccc(S(=O)(=O)N3CCOCC3)cc2)sc2cc(S(N)(=O)=O)ccc21
    95%[activator]	-15%	-1%	-2%	-4%	11	?	1%	9%	-1%	2%

Compound activity deposited in PubChem BioAssay by National Center for Advancing Translational Sciences (NCATS).

An excerpt, so the mix of outcomes need not match the whole.
